# hgDAF-12 ag – H. glycines DAF-12 receptor agonists, primary screen, cell-based, luminescence, HEK293, GAL4 fusion, UAS-luciferase | activation, % at 6.8 µM | actives 1.8% (n = 370,000) | HEK293 GAL4-hgDAF12 UAS-luciferase reporter, agonist luminescence; normalized to butyrate control | AID 687014, 2013;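 active means activation above a cutoff set at the mean of all screened compounds plus 3 SD, cut at about 10% in these data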;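 further: 0% = DMSO wells and 100% = sodium butyrate wells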
# PLCb3 inh – human PLC-beta3 inhibitors, primary screen, biochemical, fluorescence; actives 0.18% (n = 370,000); Purified PLC-beta3, fluorogenic substrate; inhibition, % at 12.2 µM; 1-phosphatidylinositol 4,5-bisphosphate phosphodiesterase beta-3 (Homo sapiens), Q01970; in the data active means inhibition above about 11%;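 further: 0% = median of compound wells on plate and 100% = full blocker control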
# Target sequence (Q01970 whole entry, looked up): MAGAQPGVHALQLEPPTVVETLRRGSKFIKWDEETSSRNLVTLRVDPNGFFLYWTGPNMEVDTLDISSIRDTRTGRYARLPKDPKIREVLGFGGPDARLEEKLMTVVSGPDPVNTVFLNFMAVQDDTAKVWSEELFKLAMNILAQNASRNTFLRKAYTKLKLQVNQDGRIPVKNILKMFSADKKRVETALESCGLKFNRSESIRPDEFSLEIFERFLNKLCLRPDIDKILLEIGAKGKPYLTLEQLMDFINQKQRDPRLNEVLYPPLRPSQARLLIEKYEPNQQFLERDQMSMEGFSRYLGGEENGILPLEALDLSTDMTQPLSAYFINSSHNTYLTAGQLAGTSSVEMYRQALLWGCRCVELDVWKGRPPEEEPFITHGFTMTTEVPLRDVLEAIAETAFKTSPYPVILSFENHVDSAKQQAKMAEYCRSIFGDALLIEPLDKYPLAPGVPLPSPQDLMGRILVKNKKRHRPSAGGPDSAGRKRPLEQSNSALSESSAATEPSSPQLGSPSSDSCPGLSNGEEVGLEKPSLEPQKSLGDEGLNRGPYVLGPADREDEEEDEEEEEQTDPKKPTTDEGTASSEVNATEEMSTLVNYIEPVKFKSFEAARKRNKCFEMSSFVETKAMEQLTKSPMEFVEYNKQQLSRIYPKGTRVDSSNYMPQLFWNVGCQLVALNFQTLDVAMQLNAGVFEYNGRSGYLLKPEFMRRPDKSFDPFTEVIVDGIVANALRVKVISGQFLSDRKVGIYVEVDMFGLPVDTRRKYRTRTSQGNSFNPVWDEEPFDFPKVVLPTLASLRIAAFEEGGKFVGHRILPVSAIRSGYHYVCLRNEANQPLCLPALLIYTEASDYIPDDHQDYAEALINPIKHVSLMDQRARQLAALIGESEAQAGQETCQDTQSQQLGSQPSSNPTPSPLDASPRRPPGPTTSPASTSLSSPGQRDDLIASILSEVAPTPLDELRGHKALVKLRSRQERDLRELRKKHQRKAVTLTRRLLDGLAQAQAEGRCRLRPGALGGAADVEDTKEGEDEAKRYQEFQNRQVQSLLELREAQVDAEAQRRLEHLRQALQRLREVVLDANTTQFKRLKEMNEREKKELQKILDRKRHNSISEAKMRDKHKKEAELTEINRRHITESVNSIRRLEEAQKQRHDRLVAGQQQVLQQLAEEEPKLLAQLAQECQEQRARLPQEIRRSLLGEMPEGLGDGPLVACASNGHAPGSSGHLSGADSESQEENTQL
# NR1D1 modulator – modulators of Rev-erb alpha DNA binding, primary screen, biochemical, FITC-DNA, fluorescence polarization, uHTS; Nuclear receptor subfamily 1 group D member 1 (Homo sapiens), P20393; Rev-erbα–FITC-DNA binding, 90 min; activity, % at 10 µM; actives 0.79% (n = 370,000);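 active means activity above about 14%, limit read from the data; passing the limit was not always enough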;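 further: 0% = DMSO wells with 35 nM protein and 100% = DMSO wells with 750 nM protein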
# ssDAF12 agonist – S. stercoralis DAF-12 nuclear receptor activators, primary screen, cell-based, luminescence, HEK293, GRIP1 co-expression, lit1-tk-luc; activation, % at 6.8 µM; HEK293 ssDAF-12/GRIP1 lit1-tk-luc reporter; % of 3 µM dafachronic acid response; actives 1% (n = 370,000); Nuclear hormone receptor DAF-12 (Strongyloides stercoralis);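 active means activation above the mean over all tested compounds plus 3 SD, cut at about 0.9% in these data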;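 further: 0% = DMSO-only wells and 100% = 3 µM delta7-dafachronic acid wells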
# SMARCA2 act – SMARCA2 (BRM) function activators, primary screen, cell-based, luminescence, high throughput; MG213 cells, MMTV-luciferase reporter, dexamethasone, overnight; activation, % at 9.1 µM; actives 1% (n = 370,000); in the data active means activation above about 7.8%;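 further: 0% = vehicle wells and 100% = reference activator wells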
# hcDAF-12 act – H. contortus DAF-12 nuclear receptor activators, primary screen, cell-based, luminescence, HEK293, lit1-tk-luc reporter. actives 1.4% (n = 370,000). activation, % at 6.8 µM. AID 652067, 2013. HEK293 hcDAF-12 lit1-tk-luc reporter; 0% DMSO, 100% Δ7-dafachronic acid;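 active means activation above the mean of all tested compounds plus 3 SD, cut at about 5.5% in these data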;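 further: 100% = response to 3 µM Δ7-dafachronic acid high control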
# DAX1 inh-1 – DAX1 (NR0B1) inhibitors, primary screen, cell-based, HEK293, Gal4-DAX1, luciferase luminescence. Nuclear receptor subfamily 0 group B member 1 (Homo sapiens), P51843. HEK293 Gal4-DAX1 luciferase reporter. inhibition, % at 6.75 µM. actives 0.99% (n = 340,000). AID 504766, 2011;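 active means inhibition above the mean over all tested compounds plus 3 SD, cut at about 4.2% in these data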;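 further: 0% = DAX1-transfected cells with DMSO and 100% = empty-vector control cells with DMSO; inhibition shows as a rise in luminescence from relieved DAX1 repression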
# PLC-gamma1 inh – PLC-gamma1 enzyme inhibitors, primary screen, biochemical, fluorescence, purified enzyme. 1-phosphatidylinositol 4,5-bisphosphate phosphodiesterase gamma-1 (Homo sapiens), P19174. fluorogenic substrate. inhibition, % at 12.2 µM. actives 0.84% (n = 370,000); in the data active means inhibition above about 9.5%
# MBD2 DNA inh – inhibitors of MBD2 binding to methylated DNA, primary screen, biochemical, TR-FRET, DNA-binding domain, human; MBD2 binding to methylated oligonucleotide; actives 0.31% (n = 370,000); inhibition, % at 4.4 µM; Methyl-CpG-binding domain protein 2 (Homo sapiens), Q9UBB5; AID 686964, 2013; in the data active means inhibition above about 13%
# ADAM17 inh – ADAM17 inhibitors, primary screen, biochemical, QFRET; Disintegrin and metalloproteinase domain-containing protein 17 (Homo sapiens), P78536; recombinant ADAM17, EDANS/DABCYL FRET peptide cleavage; inhibition, % at 6.95 µM; actives 0.83% (n = 370,000); AID 720648, 2013;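 active means inhibition above the mean of compounds lying between control limits plus 3 SD, set per campaign, cut at about 8.5% in these data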;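 further: 0% = DMSO-only wells as the low control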
# DAX1 inh-2 – DAX1 (NR0B1) inhibitors on StAR promoter, primary screen, cell-based, luminescence, SF-1 (NR5A1), full-length DAX-1 | actives 1.1% (n = 370,000) | HEK293T StAR-luciferase reporter, SF-1/DAX-1 repression relief | AID 652010, 2013 | inhibition, % at 6.8 µM;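 active means inhibition above the mean over all tested compounds plus 3 SD, cut at about 3.6% in these data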;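 further: 0% = DAX-1 cells with DMSO and 100% = cells lacking DAX-1 with DMSO; higher inhibition means more luminescence from relief of DAX-1 repression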
# The depositor's hits bear a star; . = not tested or not shown. Random draw from the library. About 7.4% of those tested had a hit in this group.
SMILES,hgDAF-12 ag,PLCb3 inh,NR1D1 modulator,ssDAF12 agonist,SMARCA2 act,hcDAF-12 act,DAX1 inh-1,PLC-gamma1 inh,MBD2 DNA inh,ADAM17 inh,DAX1 inh-2
Clc1ccccc1OCCCCN1CCNCC1,1.3,-3,-1,-0.2,-2,-1.6,0.3,0,-1,-1,-0.2
CSc1ccccc1NC(=O)COc1ccc(Cl)cc1,2.9,1,-6,-0.3,5,-1.9,-0.4,4,-3,0,0.1
Cc1ccc(NS(=O)(=O)c2ccc3[nH]c(=O)oc3c2)cc1Cl,4.2,-2,6,-0.9,-1,2.6,-0.6,-2,-3,0,-1.4
Nc1nc2c(ncn2[C@H]2C[C@H](O)[C@@H](CO)O2)c(=O)[nH]1,-3.5,-1,-1,-1.4,-5,-1.0,0.2,1,3,-5,-0.8
Cc1c(C(=O)NCc2ccco2)oc2ccc(Br)cc12,3.5,-10,0,-0.7,0,1.1,3.3,-1,-6,-3,0.3
Cc1ccc2oc(C(=O)N(Cc3ccc(N(C)C)cc3)CC3CCCO3)c(C)c2c1 (centres undefined),2.3,-5,8,-1.3,1,-1.9,0.1,0,4,1,0.2
Cn1c(=O)c2nnn(/N=C(\c3ccccc3)C3CC3)c2n(C)c1=O,-3.3,2,-3,-1.8,-4,-2.4,-1.1,0,-5,-3,0.5
CCc1ccc(N2C(=O)/C(=C/c3cccs3)N(CC(=O)OC)C2=S)cc1,0.3,3,-8,-1.0,-3,-2.3,-1.2,0,-2,0,0.6
COC(=O)c1cc2c(c3c4cc(F)ccc4n(S(=O)(=O)c4ccccc4)c13)C(=O)N(Cc1ccccc1)C2,0.3,-12,3,-1.0,4,-0.1,.,-7,-1,1,-1.1
C/C(CCC(C)C)=N\Nc1ccc(S(N)(=O)=O)cc1[N+](=O)[O-],-3.4,-3,4,-1.3,-3,-1.5,-0.8,4,-3,3,-0.5
CCOC(=O)Cc1csc(NC(=O)c2ccc(Cl)nc2)n1,-1.6,-13,-1,-1.5,-2,-2.6,-1.5,-9,3,0,-1.3
CCC(CC)NC(=O)O[C@H]1CC[C@@]23CCCN2C(=O)CCC[C@H]3C1,0.1,-1,-2,-1.4,.,-0.1,.,1,4,-2,.
O=C(O)c1cccc(NS(=O)(=O)/C=C/c2ccccc2)c1,1.0,-2,-1,-0.6,0,0.5,0.4,-2,0,2,-0.2
O=C(NCCN1CCCC1)c1cc(-c2ccncc2)nc2ccc(S(=O)(=O)N3CCOCC3)cc12,-2.5,4,-1,-1.1,1,-0.4,3.0,3,-1,-1,0.5
Cc1ccc(S(=O)(=O)NN2C(=O)/C(=C/c3cccc(F)c3)SC2=S)cc1,1.6,-15,-4,0.2,-3,2.8,-0.1,-5,2,-3,-0.3
CCCOc1c(Br)cc(C(=O)OCC(=O)NC2CC2)cc1OC,-1.4,-11,-4,-1.1,-4,-1.0,0.6,3,3,-2,-1.2
COc1cccc(CNC(=O)[C@@H]2CCCN2C(=O)[C@@H]2CCCN2C(=O)c2cccs2)c1,0.2,4,8,-0.4,-4,-0.7,.,5,-2,2,-0.8
Cc1ccc(-n2cc(CNC(C)c3cnn(C)c3)c(-c3ccc(F)cc3)n2)cc1 (centres undefined),1.3,1,7,-1.9,1,-1.9,0.5,1,-1,2,-0.5
CCOC(=O)CN1N=C(/C=C/c2ccc(C)cc2)CCC1=O,-0.5,3,-4,-1.2,0,-0.2,0.8,-1,-4,0,-0.7
Cc1cccc(/C=N/NC(=O)C(C)Nc2cccc3ccccc23)n1 (centres undefined),1.2,-40,-2,-0.2,-7,2.0,-0.5,-30,0,-4,-1.0
CCCCOc1ccc(NS(=O)(=O)c2ccc(-n3cnnn3)cc2)cc1,-4.7,-12,-2,-1.6,-2,-2.6,0.2,1,6,1,-3.7
C=CCSc1nc2sc3c(c2c(=O)n1-c1ccc(C)cc1)CCN(C)C3,2.0,-43,0,-1.1,-3,1.2,-0.4,-24,3,-18,0.0
CC1SC(c2ccc(Cl)cc2Cl)NC1=O (centres undefined),0.5,2,-2,-1.3,-1,-1.2,-0.9,-1,1,-2,-0.5
COC(=O)Cc1ccc(NC(=S)NC2CC2)cc1,1.4,1,2,-0.2,2,-0.8,1.2,3,-2,-1,-0.4
CN(CC(=O)O/N=C(\N)c1ccc([N+](=O)[O-])cc1)S(=O)(=O)c1ccccc1,-3.5,2,0,-1.7,-4,-1.7,0.1,3,1,0,-0.1

# Single entries from the results shown:
# Cc1ccc(NS(=O)(=O)c2ccc3[nH]c(=O)oc3c2)cc1Cl @ ssDAF12 agonist = -0.9
# CCCOc1c(Br)cc(C(=O)OCC(=O)NC2CC2)cc1OC @ SMARCA2 act = -4
# CCOC(=O)CN1N=C(/C=C/c2ccc(C)cc2)CCC1=O @ MBD2 DNA inh = -4
# Cc1cccc(/C=N/NC(=O)C(C)Nc2cccc3ccccc23)n1 (centres undefined) @ MBD2 DNA inh = 0
# C=CCSc1nc2sc3c(c2c(=O)n1-c1ccc(C)cc1)CCN(C)C3 @ DAX1 inh-2 = 0.0
# O=C(NCCN1CCCC1)c1cc(-c2ccncc2)nc2ccc(S(=O)(=O)N3CCOCC3)cc12 @ ADAM17 inh = -1

# Next records
SMILES,hgDAF-12 ag,PLCb3 inh,NR1D1 modulator,ssDAF12 agonist,SMARCA2 act,hcDAF-12 act,DAX1 inh-1,PLC-gamma1 inh,MBD2 DNA inh,ADAM17 inh,DAX1 inh-2
C=CCN1C(=O)CSc2ccc(C(=O)OCC)cc21,-2.1,1,-2,-1.2,1,-0.3,-0.3,-2,1,-3,-1.6
COCCCNC(=O)CN(c1cc(C(F)(F)F)ccc1Cl)S(C)(=O)=O,1.1,-5,1,-1.1,-1,-0.6,1.2,4,-5,2,0.8
O=C(/C=C/c1cccc([N+](=O)[O-])c1)N1CCN(C(=O)c2ccco2)CC1,0.8,2,7,-1.6,-5,-0.8,-1.7,3,1,-3,0.0
CCN(CC)c1ccc2cc(C=O)c(=O)oc2c1,0.1,-75,90*,-1.3,-2,-1.6,0.0,-57,-55,-13,0.3
Nc1ncc(-c2ccc([N+](=O)[O-])cc2)cn1,3.1,0,0,-1.5,0,-1.0,0.7,-2,5,1,0.0
COc1ccc(NC(=O)CS(=O)CC(=O)Nc2cccnc2)cc1 (centres undefined),0.0,-7,8,-0.9,-1,-1.6,2.4,-1,2,-3,0.1
C=CCn1c(SCC(=O)NC2CCCC2)nc2scc(-c3ccco3)c2c1=O,-0.1,-6,-2,-0.9,-2,-2.1,1.0,-14,5,-2,-0.1
COc1cccc(N(CC(=O)NC2CCCC2)C(=O)CCCC(=O)Nc2ccccn2)c1,-0.7,-8,2,-1.2,0,-0.7,-0.4,5,6,-1,-0.1
COc1ccc(Oc2nc3c(c(=O)n(C)c(=O)n3C)n2Cc2ccccc2)cc1,1.0,2,-8,-1.4,1,-1.3,1.2,2,-1,1,-1.0
COc1cccc(-c2nc(CS(=O)(=O)CC(=O)N3CCN(c4ccccn4)CC3)c(C)o2)c1,-4.4,0,-5,-1.5,-5,-2.2,-0.7,0,0,1,-0.9
Cc1noc(/C=C/N(C)C)c1S(=O)(=O)N1CCc2ccccc21,-3.1,-10,-1,0.2,-8,7.4*,2.3,-8,2,4,0.3
COC(=O)c1ccc(CN2CCCC(C(=O)c3cc(F)ccc3OC)C2)cc1 (centres undefined),-1.3,-12,6,-0.7,2,-2.0,0.1,-5,-3,-3,-0.8
CCN(Cc1ccccc1)C(=O)CS(=O)(=O)c1ccccc1,0.7,-9,3,-1.7,-1,-0.6,2.8,1,2,-5,0.3
CCCCC1(C)Cc2ccccc2C(=S)N1 (centres undefined),-1.1,2,1,-1.0,-1,-2.8,-0.5,-1,-1,0,-0.2
CCCCCc1ccnc(CC(=O)c2ccc(OC)cc2)c1,-0.7,-3,-1,0.1,-6,-1.5,-1.2,1,1,-5,-1.9
COc1ccc(C(CC(=O)N2CCCC(C)C2)c2c(OC)cc(OC)c3ccc(=O)oc23)cc1 (centres undefined),0.4,-435,-1,-1.2,-1,-2.5,-1.4,-391,5,-21,-0.9
Cn1c(SCc2cccnc2)nc2c(c1=O)SCC2,0.5,-5,-5,-1.3,-2,0.2,-0.4,1,6,-2,-0.1
NS(=O)(=O)c1ccc(NC(=O)CCCCC(=O)Nc2ccc(S(N)(=O)=O)cc2)cc1,-1.3,-3,1,-1.0,4,-0.8,4.4*,2,2,0,0.4
CC(Nc1ccccc1)C(=O)Nc1ccc(F)cc1 (centres undefined),-0.3,5,1,-1.4,0,0.6,1.2,0,1,1,0.2
CC(=O)N1CCN(c2ccccc2NC(=O)c2ccc3ccccc3c2)CC1,1.3,-12,1,0.2,0,1.6,-1.4,-1,4,-4,-0.7
CC1CCCCC1NC(=O)c1ccco1 (centres undefined),2.6,-5,-2,-1.1,0,0.8,-0.4,0,-1,-1,-0.7
CC(=C/C(=O)O)/C=C/c1ccco1,-0.7,-3,0,-1.6,7,-1.4,1.0,3,-4,1,-0.3
COc1ccccc1NC(=O)c1ccccc1C(=O)O,1.4,1,-1,-0.7,-6,-0.2,0.6,-3,1,-6,0.7
O=C(CCC(=O)c1ccc(Cl)s1)Nc1ncccc1O,0.4,-21,3,-0.7,-2,0.1,0.8,-17,-4,-6,1.0
COc1ccc(Cl)cc1CC1(C)C(=O)Nc2ccc(S(=O)(=O)NC3CCCCC3)cc21 (centres undefined),-3.1,-3,7,-1.6,-6,-1.8,.,2,1,7,-0.9
O=C(O)CCC(=O)NNC(=O)CCC(=O)NCc1ccccc1,-2.4,3,-7,-1.0,2,0.7,-0.2,1,-6,0,0.6

# 2 entries from above, bar-delimited:
SMILES | hgDAF-12 ag | PLCb3 inh | NR1D1 modulator | ssDAF12 agonist | SMARCA2 act | hcDAF-12 act | DAX1 inh-1 | PLC-gamma1 inh | MBD2 DNA inh | ADAM17 inh | DAX1 inh-2
COC(=O)Cc1ccc(NC(=S)NC2CC2)cc1 | 1.4 | 1 | 2 | -0.2 | 2 | -0.8 | 1.2 | 3 | -2 | -1 | -0.4
CN(CC(=O)O/N=C(\N)c1ccc([N+](=O)[O-])cc1)S(=O)(=O)c1ccccc1 | -3.5 | 2 | 0 | -1.7 | -4 | -1.7 | 0.1 | 3 | 1 | 0 | -0.1
